Screening data from PubChem BioAssay.
VLA-4 inh: inhibition in a human VLA-4 binding assay. VLA-4 expressing cells, ligand binding flow cytometry. inhibition, % (about 7 µM as worked out from the volumes in the protocol). hit rate 0.2% among 330,000. AID 2557; in the data active = inhibition above about 50%
Target sequence (P13612 whole entry, looked up): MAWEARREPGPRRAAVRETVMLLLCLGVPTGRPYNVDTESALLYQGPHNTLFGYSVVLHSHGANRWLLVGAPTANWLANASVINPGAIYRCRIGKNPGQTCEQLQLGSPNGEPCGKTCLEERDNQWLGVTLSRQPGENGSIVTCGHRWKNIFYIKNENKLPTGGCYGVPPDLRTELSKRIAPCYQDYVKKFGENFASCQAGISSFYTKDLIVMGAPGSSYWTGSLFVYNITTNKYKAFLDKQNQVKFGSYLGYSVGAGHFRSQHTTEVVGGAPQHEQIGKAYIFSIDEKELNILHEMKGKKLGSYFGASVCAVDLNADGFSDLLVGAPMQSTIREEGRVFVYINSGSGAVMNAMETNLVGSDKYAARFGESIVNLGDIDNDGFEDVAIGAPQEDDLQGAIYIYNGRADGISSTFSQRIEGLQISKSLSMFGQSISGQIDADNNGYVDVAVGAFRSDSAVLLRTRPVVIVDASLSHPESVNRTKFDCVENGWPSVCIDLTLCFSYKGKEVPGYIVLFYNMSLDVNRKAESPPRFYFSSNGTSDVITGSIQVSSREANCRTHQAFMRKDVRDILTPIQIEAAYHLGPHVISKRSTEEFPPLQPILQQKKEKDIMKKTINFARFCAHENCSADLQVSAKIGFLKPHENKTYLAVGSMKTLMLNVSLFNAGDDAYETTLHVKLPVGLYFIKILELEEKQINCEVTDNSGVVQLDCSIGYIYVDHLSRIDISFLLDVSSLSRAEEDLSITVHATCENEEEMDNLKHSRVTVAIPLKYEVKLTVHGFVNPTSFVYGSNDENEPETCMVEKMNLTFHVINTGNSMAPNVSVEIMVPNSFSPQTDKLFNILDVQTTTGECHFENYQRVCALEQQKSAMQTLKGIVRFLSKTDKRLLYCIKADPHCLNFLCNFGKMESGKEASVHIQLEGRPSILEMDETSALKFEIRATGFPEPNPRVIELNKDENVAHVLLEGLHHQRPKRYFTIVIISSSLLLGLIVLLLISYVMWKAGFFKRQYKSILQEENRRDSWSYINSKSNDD
GRK2 aptamer HTS: human GRK2 inhibition via aptamer displacement; bead flow cytometry, FAM-aptamer displacement from GRK2; inhibition of aptamer binding, % at 10 µM; hit rate 0.59% among 330,000;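 active = inhibition of aptamer binding above 40%, roughly 3 SD of noise, on plates passing a quality check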;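 note: median bead fluorescence of bound FAM aptamer so fluorescent compounds give negative values; no value below 0 was filed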
LAP4-GFP MLPCN: modulators of TOR pathway LAP4-GFP in S. cerevisiae; S. cerevisiae LAP4-GFP multiplex, flow cytometry GFP, 3 h; median GFP as percent of DMSO wells; hit rate 0.34% among 320,000; GFP response vs DMSO, % at 10 µM;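 active = GFP response vs DMSO above a set limit, about the screen mean plus 3 SD, cut at about 150% in these data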
GASC-1 inh: inhibitors of human GASC-1 (JMJD2C) demethylase | AID 2099 | GST-JMJD2C(1-420) H3K9me3 demethylation, DELFIA europium | Q9H3R0 | inhibition, % at 2.35 µM | hit rate 0.069% among 330,000;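 active = more than half of a compound's replicate wells show inhibition beyond 50%, single wells judged on their own value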;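 note: signal counts dimethyl H3K9 product captured on neutravidin plate; 0% = median of DMSO wells and 100% = 0.3 times that DMSO median; strong numbers were not always called active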
RPL19A TOR yeast: yeast TOR pathway RPL19A-GFP modulation; percent response vs DMSO, % at 10 µM; hit rate 0.3% among 330,000; AID 2025; S. cerevisiae RPL19A-GFP strain, flow cytometry, 3 h; hits give low values;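 active = percent response vs DMSO below 50%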;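 note: median channel GFP fluorescence of the barcoded RPL19A-GFP strain; ratio of sample median GFP to plate DMSO average so 100% = DMSO; lower means less RPL19A-GFP as with rapamycin TOR inhibition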
MEP2 TOR yeast: modulators of TOR pathway MEP2-GFP in S. cerevisiae. S. cerevisiae MEP2-GFP strain, flow cytometry GFP, 3 h; 100% = DMSO control level. GFP response vs DMSO, % at 10 µM. hit rate 0.51% among 330,000. AID 2016;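 active = GFP response versus DMSO above a set limit, roughly screen mean plus 3 SD, cut at about 180% in these data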;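 note: median GFP fluorescence of the barcode-gated MEP2-GFP cells per well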
AGP1-GFP MLPCN: yeast TOR pathway AGP1-GFP modulation; hit rate 0.02% among 320,000; GFP response vs DMSO, % at 10 µM; S. cerevisiae AGP1-GFP multiplex flow cytometry, 3 h; GFP as percent of DMSO wells; AID 2066;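 active = GFP response relative to DMSO above a set limit, near screen average plus 3 SD, cut at about 150% in these data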;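 note: median GFP channel fluorescence of the gated AGP1 strain per well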
CIT2-GFP yeast: alters CIT2-GFP fluorescence in TOR pathway yeast screen; S. cerevisiae CIT2-GFP strain, flow cytometry, 3 h; 100 means same as DMSO wells; AID 2029; hit rate 0.065% among 320,000; GFP response vs DMSO, % at 10 µM;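 active = GFP response relative to DMSO above a set limit, near the screen mean plus 3 SD, cut at about 150% in these data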;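 note: ratio of well median GFP fluorescence to mean of DMSO wells on the plate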
* hit, by the source's call; i = inactive; . = not tested or not shown; & = joins results of further samples; [ ] = another dose, or the depositor's remark.

SMILES	VLA-4 inh	GRK2 aptamer HTS	LAP4-GFP MLPCN	GASC-1 inh	RPL19A TOR yeast	MEP2 TOR yeast	AGP1-GFP MLPCN	CIT2-GFP yeast
O=C(NCCN1CCOCC1)c1c(O)nc2sccn2c1=O	0	2	98	-32	101	102	114	105
COc1ccccc1S(=O)(=O)CC(O)COc1ccccc1Cl (stereo not drawn)	-1	3	107[may fluoresce green]	-3	95[may fluoresce green]	116[may fluoresce green]	118[may fluoresce green]	150*[may fluoresce green]
CCOC(=O)c1cc(NC(=O)Nc2ccc(Br)cc2)c(C)nc1C	3	0	92	0	103	102	98	106
CCCC(=O)Nc1nnc(-c2cccc(OCC)c2)s1	-22	0	91	2	96	98	90	89
N=c1c2c(-c3ccccc3)c(-c3ccccc3)oc2ncn1CCCN1CCOCC1	9	0	96	-9	99	100	95	93
CO[C@@]1(NC(=O)Cc2cccs2)C(=O)N2C(C(=O)O)=C(COC(N)=O)CS[C@@H]21	52*	2	122	-6	102	100	83	84
C=C(C)c1cccc(C(C)(C)NC(=O)N2CCN(C/C=C/c3ccccc3)CC2)c1	3	0	98	-8	.	104	105	108
NC(=O)NS(=O)(=O)Oc1ccccc1	50*	4	121	i	91	88	.	89
Cc1onc(-c2c(Cl)cccc2Cl)c1C(=O)N1CCCCC1	-3	1	99	-1	106	104	108	104
CC(C(=O)O)N1C(=O)CSc2ncccc21 (stereo not drawn)	11	1	101	-2	98	103	.	102
CC(=O)N1c2ccc(S(=O)(=O)N(C)CC(=O)NCc3ccc(C)cc3)cc2CC1C (stereo not drawn)	12	7	103	-14	104	104	103	103
COc1ccccc1CC(=O)N1CCN(c2ccccn2)CC1	-5	3	107	8	104	105	105	110
O=C(Nc1oc2ccc(Cl)cc2c(=O)c1-c1ccc(F)cc1)c1ccco1	-7	2	105	-3	103	103	104	97
COc1ccc(N(Cc2ccccc2)C(=O)c2ccccc2[N+](=O)[O-])cc1	-2	2	99	-3	100	103	111	98
COc1ccc(S(=O)(=O)N2CCN(C3CCN(Cc4ccccc4)CC3)CC2)cc1	14	0	107	3	107	100	114	103
COc1ccc(Cn2nnc3ccccc32)cc1	33	0	115	5	102	96	89	89
CSCCOC(=O)C1=C(C)NC(=O)CC1c1ccccc1Cl (stereo not drawn)	-3	3	88	4	98	92	97	94
O=C(COc1cccc(C(F)(F)F)c1)NCCCN1CCCC1=O	9	0	99	-1	97	99	100	86
Cc1c(Cl)cccc1NC(=S)NCCc1ccccn1	-3	0	125	4	101	104	113	99
Cc1nnc(SCC(=O)NCC(=O)Nc2ccc(F)c(F)c2F)n1Cc1ccccc1	5	0	100	0	103	99	95	105
COc1ccc(-c2c(-c3cccc(C)c3)oc3ccc(-c4ccc5c(c4)OCO5)cc23)cn1	-15	0	111	-25	100	94	90	98
Cc1cc(NC(=O)CSc2nc3ccccc3n2CC(=O)N2CCC(C)CC2)no1	28	15	89	-12	97	80	89	111
CCOC(=O)c1cccc(NC(=O)C2CCCN(S(=O)(=O)c3c(C)n[nH]c3C)C2)c1 (stereo not drawn)	13	0	99	-8	96	96	101	91
Cc1cc(C)n(CCNS(=O)(=O)c2ccc(C)c(C)c2)n1	3	4	102	1	99	103	104	109
Nc1nnc(SCC(=O)NC2CCCC2)s1	9	0	92	4	100	98	97	97
COc1ccc(N2CCN(c3ncnc4nc[nH]c34)CC2)cc1	11	0	94	-10	101	93	95	80
CC(C)(C)C(=O)Nc1ccccc1C(=O)NCCCn1ccnc1	6	0	111	10	103	102	107	99
COc1ccc(OCCSc2nnc(CCNC(=O)c3ccc(OC)cc3)n2C)cc1	15	2	100	-23	96	103	102	97
CCCn1c(N)c(N(CCOC)C(=O)c2cccc(C(F)(F)F)c2)c(=O)[nH]c1=O	-1	0	98	147	100	107	103	101
CCc1ccccc1N(C)S(=O)(=O)c1ccc2[nH]cc(C(=O)N3CCc4ccccc43)c(=O)c2c1	25	0	99	3	107	111	101	103
COc1cccc(/C=N/n2c(COc3ccccc3)n[nH]c2=S)c1	-10	2	105	-2	101	114	91	94
Cc1cccc(Oc2coc3cc(O)ccc3c2=O)c1	-2	0	102	-26	101	100	98	97
CN(C(=O)COc1ccccc1)c1nnc(-c2ccncc2)s1	12	8	93	32	101	99	94	.
CCOc1nsc(OCC)n1	-1	1	104	-4	110	103	103	104
c1ccc(N2CCOCCOCCOCCOCC2)cc1	18	0	105	9	95	97	109	95
CCN(CC)c1ccc(C(=O)OCC(=O)NCC2CCCO2)cc1 (stereo not drawn)	-8	2	90	-25	87	98	90	96
CCOc1cc(/C=N/NC(=O)c2cccs2)ccc1OC(=O)N1CCOCC1	-22	0	94	2	101	99	97	95
Cc1ccc(-c2cc(C#N)c(=O)n(Cc3c(Cl)cccc3Cl)c2)cc1	-4	0	100	-9	100	100	106	109
COc1ccc(C(=O)CC(=O)C(=O)Nc2ccccc2)cc1	1	0	134	-5	99	96	103	74
CC1CCCC(C)N1CCCNC(=O)Cn1ncc2c3ccccc3n(C)c2c1=O (stereo not drawn)	-4	0	92	3	103	96	102	98
CC(C)NS(=O)(=O)c1ccc(NC(=O)CCc2ccccc2)cc1	-9	6	107	6	105	104	103	103
COc1ccc(-c2csc(/C(C#N)=C\c3ccc(O)c([N+](=O)[O-])c3)n2)cc1OC	-10	1	106	9	97	99	97	94
C=CCn1c(C)nc2c(sc3nc4c(cc32)COC(C)(C)C4)c1=O	28	0	101	2	100	100	102	96
CC(OC(=O)c1cnccn1)C(=O)c1ccccc1 (stereo not drawn)	6	1	90	-17	83	83	79	82
CCOc1ccc(NC(=O)NCc2cccnc2)cc1	4	1	80	1	97	94	90	90
CCOC(=O)C1(Cc2cccc(OC)c2)CCN(Cc2cccnc2)CC1	-1	1	100	-4	92	98	100	97
CCCS(=O)(=O)N1CCN(CCN2C(=O)c3cccc4cccc(c34)C2=O)CC1	10	2	128	9	95	111	100	86
CS(=O)(=O)N1CCN(c2ccccc2[N+](=O)[O-])CC1	2	0	102	-17	102	98	94	100
COC(=O)c1cc(S(=O)(=O)Nc2cccc(C)c2C)cn1C	-3	0	95	-12	98	116	37	62
O=C1[C@H]2[C@@H](C3CC3)N3C(=O)CN(CC4CC4)C(=O)[C@@]3(Cc3ccccc3)[C@H]2C(=O)N1c1ccccc1	-9	0	88	18	90	93	92	90

15 of the compounds above, comma-delimited.
SMILES,VLA-4 inh,GRK2 aptamer HTS,LAP4-GFP MLPCN,GASC-1 inh,RPL19A TOR yeast,MEP2 TOR yeast,AGP1-GFP MLPCN,CIT2-GFP yeast
Cc1nnc(SCC(=O)NCC(=O)Nc2ccc(F)c(F)c2F)n1Cc1ccccc1,5,0,100,0,103,99,95,105
COc1ccc(-c2c(-c3cccc(C)c3)oc3ccc(-c4ccc5c(c4)OCO5)cc23)cn1,-15,0,111,-25,100,94,90,98
Cc1cc(NC(=O)CSc2nc3ccccc3n2CC(=O)N2CCC(C)CC2)no1,28,15,89,-12,97,80,89,111
CCOC(=O)c1cccc(NC(=O)C2CCCN(S(=O)(=O)c3c(C)n[nH]c3C)C2)c1 (stereo not drawn),13,0,99,-8,96,96,101,91
Cc1cc(C)n(CCNS(=O)(=O)c2ccc(C)c(C)c2)n1,3,4,102,1,99,103,104,109
Nc1nnc(SCC(=O)NC2CCCC2)s1,9,0,92,4,100,98,97,97
COc1ccc(N2CCN(c3ncnc4nc[nH]c34)CC2)cc1,11,0,94,-10,101,93,95,80
CC(C)(C)C(=O)Nc1ccccc1C(=O)NCCCn1ccnc1,6,0,111,10,103,102,107,99
COc1ccc(OCCSc2nnc(CCNC(=O)c3ccc(OC)cc3)n2C)cc1,15,2,100,-23,96,103,102,97
CCCn1c(N)c(N(CCOC)C(=O)c2cccc(C(F)(F)F)c2)c(=O)[nH]c1=O,-1,0,98,147,100,107,103,101
CCc1ccccc1N(C)S(=O)(=O)c1ccc2[nH]cc(C(=O)N3CCc4ccccc43)c(=O)c2c1,25,0,99,3,107,111,101,103
COc1cccc(/C=N/n2c(COc3ccccc3)n[nH]c2=S)c1,-10,2,105,-2,101,114,91,94
Cc1cccc(Oc2coc3cc(O)ccc3c2=O)c1,-2,0,102,-26,101,100,98,97
CN(C(=O)COc1ccccc1)c1nnc(-c2ccncc2)s1,12,8,93,32,101,99,94,.
CCOc1nsc(OCC)n1,-1,1,104,-4,110,103,103,104

The results go on.
SMILES	VLA-4 inh	GRK2 aptamer HTS	LAP4-GFP MLPCN	GASC-1 inh	RPL19A TOR yeast	MEP2 TOR yeast	AGP1-GFP MLPCN	CIT2-GFP yeast
O=Cc1ccc(-c2ccc(Cl)cc2Cl)[nH]1	-9	0	93	12	110	108	88	71
CC(=O)c1cccc(Nc2cc(C)nc3ccc(C)cc23)c1	-13	0	106	-8	95	93	107	93
O=C(NCC1CCCCC1)c1cc(Br)ccc1Cl	-17	1	102	0	98	103	100	100
Cc1nc2ccccn2c1C(=O)NN=C1CCN(C)CC1	-6	0	102	5	111	105	102	106
CNC(=S)N1CCc2cc(OC)c(OC)cc2C1	2	1	96	-5	95	100	93	88
Brc1ccc(-c2nc(-c3ccncc3)no2)o1	0	0	106	0	101	101	95	103
CCCc1cc(C(=O)Nc2ccccc2SC)no1	-9	1	98	14	95	98	99	104
Cc1ccc(C(=O)CC2(O)C(=O)N(C)c3ccccc32)s1 (stereo not drawn)	0	0	94	-7	103	101	99	96
COC(=O)C1(CCSC)NC(c2ccccc2OC)C2C(=O)N(C)C(=O)C21 (stereo not drawn)	6	3	103	-6	100	112	106	103
O[C@@H](CNC[C@H](O)c1ccccc1)c1ccccc1	-7	0	95	-4	100	107	107	106
N#CCCN(C(=O)Nc1ccc(Cl)c(Cl)c1)c1ccccc1	-3	0	87	-4	96	95	87	97
Oc1ccccc1-c1nc(N2CCN(Cc3ccccc3)CC2)c2ccccc2n1	3	2	109	-2	100	103	102	94
CCn1c(SCC(=O)NCc2ccc3c(c2)OCO3)nnc1-c1c[nH]c2ccccc12	0	4	95	0&-10	99	99	95	99
CCOc1ccc(/C=C2\SC(=S)N(CC(=O)Nc3ccccn3)C2=O)cc1	13	0	102	11	96	104	98	98
O=C1OCC/C1=C\c1ccccc1	17	.	94	1	100	98	94	96
COC(=O)C1=C(N)Oc2cc(C)n(Cc3ccco3)c(=O)c2C1c1cccc(Cl)c1 (stereo not drawn)	24	0	94	2	97	101	100	96
CCOc1c(Cl)cc(CNCC(C)C)cc1Cl	1	1	117	-22	112	103	108	95
COc1ccc(/C=N/NC(=O)c2ccc(Cl)c(S(N)(=O)=O)c2)cc1OCC(N)=O	-2	0	98	-7	97	95	96	87
Cc1ccc(NC(=O)c2ccc([N+](=O)[O-])o2)cc1C	2	2	200*	-4	95	102	81	74
S=C(Nc1ccc(Cl)c(Cl)c1)NN1CCOCC1	-9	3	98	4	100	103	103	101
O=C(CCl)N(c1ccccc1)C1CCCCC1	3	1	90	-1	100	101	93	91
CCCC(=O)Nc1ccc(Cl)c(NC(=S)NC(=O)c2ccco2)c1	5	0	102	3	101	118	93	99
CC(=O)Nc1ccc(C(=O)Nc2ccncc2)cc1	1	0	90	-2	102	106	91	101
C=C(C)Cn1c(=O)c2c(nc3n2CC(C)CN3Cc2ccccc2)n(C)c1=O (stereo not drawn)	-9	0	99	11	100	97	103	108
OC(CNCc1ccccc1)COCc1ccc(Cl)cc1 (stereo not drawn)	16	0	89	-9	101	98	95	93
NC(=S)Nn1c(CCC(=O)O)ccc1-c1ccccc1	10	5	94	-27	104	101	99	99
Cc1ccccc1OCC(O)Cn1c2ccccc2c2ccccc21 (stereo not drawn)	2	1	102	-1	98	103	102	100
